EPAC2 antag – EPAC2 (human) antagonism. Q8WZA2. EPAC2 GEF exchange of Rap1B-BODIPY-GDP, fluorescence. Potency, µM (titrated, usually from 114 µM), without a hit: top-dose activity, negative = inhibition, usual class: inhibitors. hit rate 0.18% among 360,000; also: % is scaled to controls: 0 for no effect and ±100 for the full control effect; nearly all actives have a fitted effect of over 45% in size; many of its hits are not listed in these tables
Target sequence (Q8WZA2 whole entry, looked up): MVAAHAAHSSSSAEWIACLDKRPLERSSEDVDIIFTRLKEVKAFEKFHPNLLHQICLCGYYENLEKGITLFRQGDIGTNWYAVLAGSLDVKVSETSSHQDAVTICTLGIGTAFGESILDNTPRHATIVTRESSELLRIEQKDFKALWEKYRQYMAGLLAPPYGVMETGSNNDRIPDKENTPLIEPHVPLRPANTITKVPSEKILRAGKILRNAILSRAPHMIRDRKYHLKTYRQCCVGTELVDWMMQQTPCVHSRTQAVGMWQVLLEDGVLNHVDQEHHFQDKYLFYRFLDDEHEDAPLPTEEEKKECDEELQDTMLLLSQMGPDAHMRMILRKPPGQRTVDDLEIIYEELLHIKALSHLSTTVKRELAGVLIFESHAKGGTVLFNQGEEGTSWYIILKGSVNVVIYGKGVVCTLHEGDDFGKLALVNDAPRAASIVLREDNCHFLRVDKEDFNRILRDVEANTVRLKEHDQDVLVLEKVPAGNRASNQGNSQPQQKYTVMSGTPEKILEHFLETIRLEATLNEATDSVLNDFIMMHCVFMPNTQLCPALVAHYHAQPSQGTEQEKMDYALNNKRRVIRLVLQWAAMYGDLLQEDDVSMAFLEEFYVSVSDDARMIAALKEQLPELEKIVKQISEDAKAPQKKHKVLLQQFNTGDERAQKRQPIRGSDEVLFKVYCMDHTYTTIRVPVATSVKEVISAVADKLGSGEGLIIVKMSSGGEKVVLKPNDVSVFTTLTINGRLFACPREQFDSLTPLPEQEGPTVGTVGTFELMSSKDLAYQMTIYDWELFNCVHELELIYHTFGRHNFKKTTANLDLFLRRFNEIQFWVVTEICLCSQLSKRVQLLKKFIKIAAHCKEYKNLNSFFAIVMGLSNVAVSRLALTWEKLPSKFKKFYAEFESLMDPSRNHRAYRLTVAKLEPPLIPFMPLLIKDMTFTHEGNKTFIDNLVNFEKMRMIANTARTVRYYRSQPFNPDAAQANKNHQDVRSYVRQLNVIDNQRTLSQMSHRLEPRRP
A549 viability – A549 cytotoxicity, counter-screen for Nrf2 inhibitors; A549 ARE-Fluc cells, CellTiter-Fluor viability, 18-24 h; Potency, µM (top dose mostly 46 µM), without a hit: at the top dose activity change, negative = cytotoxicity, most hits filed as inhibitors; hit rate 0.16% among 390,000; AID 504648; also: % is scaled to controls: 0 for no effect and ±100 for the full control effect
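Cytotoxicity counterscreen: CellTiter-Fluor fluorescence was measured in A549 ARE_Fluc cells after 18-24 h of compound exposure in a concentration series. The subsequent BugLite luminescent read reports ARE-luciferase activity.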
MCF10A rereplic – induces DNA re-replication in MCF 10a normal breast cells; MCF 10A DNA re-replication, Hoechst nuclear intensity, 48 h; Potency, µM (series often up to 46.1 µM), inactives show top-dose activity, positive = re-replication, hits mostly activators; hit rate 2.9% among 350,000; AID 624296; also: % of control where 0% means no effect; nearly all actives have a fitted effect of over 50% in size
ATXN2 expr inh – ATXN2 expression inhibition; HEK-293 ATXN2-luciferase reporter, luminescence, 24 h; Potency, µM (top dose mostly 57 µM), for the others: top-dose activity change, negative = inhibition, usual class: inhibitors; hit rate 0.72% among 360,000; AID 1745845; also: % is scaled to controls: 0 for no effect and ±100 for the full control effect; nearly all actives have a fitted effect of over 55% in size
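qHTS (up to 57 uM final) was run with 24 h compound exposure of reporter cells at 37 °C. Each well was multiplexed: SteadyGlo luminescence measured ATXN2-luciferase expression after a fluorogenic Gly-Phe-AFC viability readout (25 uM final).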
HepG2 tox – counter-screen for TGF-b inhibitors: cytotoxicity in HepG2 cells | hit rate 0.76% among 410,000 | HepG2 CAGA-GFP viability, ATP luminescence, 18 h | Potency, µM (top dose mostly 46.1 µM), inactives show top-dose activity change, negative = cytotoxicity, usual class: cytotoxic; also: some results filed as inactive show a strong effect at the top dose
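CellTiter-Glo luminescence gave cytotoxicity after 18 hours at 37 degrees C. The cells were HepG2 CAGA-GFP in 1% FBS DMEM, stimulated with 500 pg/mL TGF-beta after compound addition. %Activity was normalised to no-cell wells (complete cell-killing) and DMSO (no toxicity), and curves were fitted and classified.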
Nrf2 inh – inhibitors of Nrf2 signaling | AID 504444 | hit rate 2.1% among 360,000 | Potency, µM (highest dose often 46 µM), for inactives: top-dose activity change, negative = inhibition, most hits filed as inhibitors | A549 ARE-Fluc reporter, luciferase luminescence, 18-24 h; also: % is scaled to controls: 0 for no effect and ±100 for the full control effect; nearly all actives have a fitted effect of over 60% in size
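Nrf2 activity is the BugLite luminescence, read 15 min after reagent at room temperature, following CellTiter-Fluor cytotoxicity readout (30 min, 37C). Compound titrations were applied for 18-24 h to 5000 A549 ARE_Fluc cells/well in 5% FBS OPTI-MEM.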
Nrf2 ARE act – activators of Nrf2 (ARE) signaling | AREc32 ARE-luciferase reporter (MCF7-derived line), luminescence, 24 h | Potency, µM (titrated, usually from 46.1 µM), for inactives: at the highest dose activation, most hits filed as activators | hit rate 0.31% among 410,000; also: % of control where 0% means no effect; nearly all actives have a fitted effect of over 65% in size
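For detection, Steady-Glo was added and plates sat 30 min at RT; before that, AREc32_Fluc cells grown overnight in OPTI-MEM/5% FBS had been treated with 23 nL compound for 24 hr at 37 deg C.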
S2 tox – viability counter-screen for ATXN expression inhibitors; S2 cells (HEK-293 line with an ATXN2-luciferase reporter) viability, CellTiter-Fluor protease fluorescence, 24 h; Potency, µM (highest dose often 56.7 µM), most hits filed as cytotoxic; hit rate 0.49% among 400,000; AID 651635; also: nearly all actives have a fitted effect of over 40% in size
TGFb SMAD3 inh – TGF-b pathway inhibition; AID 588855; hit rate 1.2% among 410,000; HepG2 CAGA-GFP TGF-b/SMAD3 reporter, GFP fluorescence, 18 h; TGF-beta stimulated, 500 pg/mL final; Potency, µM (titrated, usually from 46.1 µM), for inactives: at the highest dose activity, negative = inhibition, hits mostly inhibitors; also: % is scaled to controls: 0 for no effect and ±100 for the full control effect; nearly all actives have a fitted effect of over 65% in size
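Using HEPG2 CAGA-GFP reporter cells at 1000 cells/well, we pinned test compounds, stimulated with recombinant TGF-beta (500 pg/mL final) and measured total well GFP after 18 h.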
Numbers without * were called inactive; i = inactive; ? = inconclusive; . = not tested or not shown; [ ] = remark or other dose. Calls follow the shape of the dose curve; as a rule, active = well fitted curve in the direction sought with a large enough effect; inconclusive = small, poorly fitted or top-dose-only effect, or another doubt; inactive = no such curve, though single readings can be large; an effect the other way counts as inactive or inconclusive. Potency is read from the fitted curve at half-maximal effect. Some of the compounds tested, so the mix of outcomes need not match the whole.

SMILES	EPAC2 antag	A549 viability	MCF10A rereplic	ATXN2 expr inh	HepG2 tox	Nrf2 inh	Nrf2 ARE act	S2 tox	TGFb SMAD3 inh
O=C(CN1C(=O)c2ccccc2C1=O)NCc1ccncc1	1%	-5%	0%	0%	1%	2%	-0.3%	i	-1%
CCC(C)n1c(SCc2ccc([N+](=O)[O-])cc2)nc2ccsc2c1=O (configuration not stated)	8%	1%	9%	-15%	-4%	?	3.4%	i	?
CCOC(=O)N1CCN(c2cc(=O)n(-c3ccc(C)cc3)c(=O)[nH]2)CC1	1%	7%	-4%	-20%	-9%	8%	-0.8%	?	-6%
O=[N+]([O-])c1ccc(C[n+]2cc(-c3ccccc3)n3c2CCCCC3)cc1	10%	-4%	4%	0%	17%	-8%	-0.2%	?	23%
CCN(Cc1nc(-c2ccc(C)cc2)no1)C(=O)c1ccco1	0%	-8%	1%	26%	-7%	9%	2.8%	i	4%
OCCC1CN(Cc2cn[nH]c2C2CCCCC2)CCN1C1CCCC1 (configuration not stated)	5%	-2%	18%	-9%	-12%	0%	-0.4%	i	-1%
CN(Cc1ccccc1)C(NC(=O)c1ccco1)C(Cl)(Cl)Cl (configuration not stated)	-26%	-2%	0%	-8%	4%	-29%	0.1%	.	1%
O=C(COC(=O)c1ccccc1O)Nc1ncc(Cl)cc1Cl	9%	2%	7%	2%	-14%	2%	-0.7%	i	0%
O=C(Cc1ccccc1[N+](=O)[O-])Nc1ccc2c(c1)OCO2	3%	-9%	0%	23%	-3%	15%	-0.2%	i	2%
CC(C)(C)n1nnnc1CN(Cc1ccco1)Cc1cc2cc3c(cc2[nH]c1=O)OCO3	1%	-9%	3%	3%	-21%	.	26%	i	?
COc1ccccc1NC(=O)c1cc(S(=O)(=O)N2CCCC2)cn1C	6%	5%	2%	-5%	1%	2%	-0.1%	i	-10%
CCC(=O)Nc1ccc(OCC2CCCO2)cc1 (configuration not stated)	-4%	10%	3%	.	-8%	4%	0.4%	i	-5%
COc1ccc(OC)c(-c2cc(C(=O)Nc3ccc(F)cc3F)no2)c1	-2%	-4%	6%	-30%	-5%	?	10%	i	3%
CCOc1ccc(N(CC(=O)NCCC2=CCCCC2)S(=O)(=O)c2ccccc2)cc1	-19%	1%	?	?	-73%	6%	5.4%	?	?
CCOc1ccc(CNC(=O)CN2C(=O)C(c3ccccc3)Oc3cccnc32)cc1 (configuration not stated)	-1%	-2%	10%	15%	0%	5%	2.9%	i	-9%
O=C1C=CC(=C(c2ccc(O)cc2)c2ccc(O)cc2)C=C1	4%	23µM*	6.5µM*	?	10µM*	13µM*	-3.0%	16µM*	?
COc1ccc(C2/C(=C(/O)c3ccc(C)cc3)C(=O)C(=O)N2C)c(OC)c1 (configuration not stated)	9%	0%	0%	-6%	-11%	1%	0.0%	i	-19%
CN1CCN(C(=O)c2cc(Cl)ccc2Cl)CC1	0%	-5%	-2%	-7%	-32%	-15%	-1.4%	i	11%
Cc1ccc(C)c2c1sc(=NC(=O)CN1C(=O)CCC1=O)n2C	7%	0%	2%	-6%	0%	-3%	-1.2%	i	-4%
C=CCNC(=O)c1cc2c(C(F)(F)F)nn(C)c2s1	3%	-2%	?	33%[activator]	10%	.	3.8%	i	23%
O=C(c1ccc2c(c1)OCO2)N(Cc1ccco1)C1(C(=O)NC2CCCCC2)CCCCC1	-8%	?	12%	-32%	-5%	18µM*	2.9%	?	1%
CCCC(=O)N1CCN(c2nc(CC(C)C)c3c(c2C#N)CCC3)CC1	-5%	1%	?	1%	-27%	?	4.1%	i	-21%
CNC(=S)SCCOc1ccc(C)cc1	-23%	10%	-9%	-4%	4%	7%	6.0%	i	-9%
COc1ccc2c(c1OC)C(=O)OC2Nc1ccc(S(=O)(=O)N=C(N)N)cc1 (configuration not stated)	13%	-8%	5%	.	-12%	-15%	-0.1%	i	1%
CN1CCC(N(C)C(=O)NC2CCCCC2)CC1	7%	9%	-1%	-3%	-15%	15%	0.3%	i	11%
COc1ccc(N2CCN(C(=O)C34CCC(C)(C(=O)C3)C4(C)C)CC2)cc1 (configuration not stated)	0%[57.1 µM]	-2%	-1%	6%	20%	8%	-0.4%	i	11%
CCN(CC(=O)Nc1c(F)cccc1F)C(=O)c1ccc(C(=O)c2ccccc2)cc1	-4%	2%	9%	-7%	2%	0%	-0.5%	i	-14%
COc1ccc(C)cc1NC1=C(Cl)C(=O)N(C2CCCCC2)C1=O	1%[57.1 µM]	2%	?	-9%	-11%	6%	3.4%	i	-23%
O=C(Nc1ccc([N+](=O)[O-])cc1)OCCc1ccccn1	7%	0%	-2%	.	3%	?	3.3%	i	11%
C=CSc1sc(Cl)c(N(C)C)c1[N+](=O)[O-]	-14%	0%	-11%	0%	-1%	7%	0.0%	i	6%
COc1cccc(N2CCN(C(=O)C3CCN(C(=O)Nc4ccccc4)CC3)CC2)c1	3%	.	.	.	0%	.	0.0%	i	6%
COc1ccc(-c2nc3c(C)cc(Br)cn3c2CC2CCCCC2)cc1OC	?	.	.	3%	-51%	.	6.8%	?	?
Cn1c(N)nc2nc(CCc3ccccc3)c(=O)[nH]c2c1=O	0%	15%	?	-6%	-18%	7%	1.9%	.	10%
CCOC(=O)C1(Cc2ccccc2)CCCN(Cc2cccc(C(C)=O)c2)C1 (configuration not stated)	3%	6%	9%	-14%	-20%	?	0.4%	i	-13%
CCCCn1c(CNC(=O)C(C)(C)C)nc2ccccc21	-4%	-6%	10%	-4%	-3%	18%	-0.2%	?	-1%
COc1ccc2c(C)c(CCC(=O)NCc3ccc(OC)c(OC)c3)c(=O)oc2c1	.	14%	.	-9%	-28%	12%	1.2%	i	-23%
COc1ccc(N2CCN(C(CNC(C)=O)c3ccco3)CC2)cc1 (configuration not stated)	-4%	1%	-1%	9%	10%	-8%	0.4%	i	4%
O=C(C1CCCN1S(=O)(=O)c1ccc(Cl)cc1)N1CCOCC1 (configuration not stated)	-1%	1%	-7%	-10%	-1%	23%	-0.6%	i	3%
COc1cccc(CN2CCSCC2)c1	10%	-3%	-2%	2%	0%	5%	0.4%	i	-6%
CCCn1c(N)c(CC)c(=O)[nH]c1=O	30%	6%	-1%	23%	-21%	-21%	2.1%	i	-2%

Arranged by heavy-atom count (lowest first): three of the compounds above
SMILES	EPAC2 antag	A549 viability	MCF10A rereplic	ATXN2 expr inh	HepG2 tox	Nrf2 inh	Nrf2 ARE act	S2 tox	TGFb SMAD3 inh
O=C(Nc1ccc([N+](=O)[O-])cc1)OCCc1ccccn1	7%	0%	-2%	.	3%	?	3.3%	i	11%
CCCC(=O)N1CCN(c2nc(CC(C)C)c3c(c2C#N)CCC3)CC1	-5%	1%	?	1%	-27%	?	4.1%	i	-21%
CCOc1ccc(N(CC(=O)NCCC2=CCCCC2)S(=O)(=O)c2ccccc2)cc1	-19%	1%	?	?	-73%	6%	5.4%	?	?

Single entries from the entries so far:
In A549 viability, CCOC(=O)C1(Cc2ccccc2)CCCN(Cc2cccc(C(C)=O)c2)C1 (configuration not stated) has 6%
In Nrf2 ARE act, COc1cccc(N2CCN(C(=O)C3CCN(C(=O)Nc4ccccc4)CC3)CC2)c1 has 0.0%

New compounds follow
SMILES	EPAC2 antag	A549 viability	MCF10A rereplic	ATXN2 expr inh	HepG2 tox	Nrf2 inh	Nrf2 ARE act	S2 tox	TGFb SMAD3 inh
Cc1cccn2c(CN3CCSCC3)c(C(=O)N3CCOCC3)nc12	6%	-1%	1%	6%	4%	4%	-0.4%	i	14%
CC(C)(C)OC(=O)N1CCC(C(=O)Nc2ccc(C(=O)N3CCCC3)cc2)CC1	11%	2%	-3%	2%	1%	18%	0.5%	i	-3%
C=CCn1c(SCC(=O)Nc2ccccc2F)nnc1C(C)NC(=O)c1ccccc1F (configuration not stated)	4%	-4%	1%	2%	0%	0%	-1.1%	i	-1%
Cn1cc(CN2CCN(CCc3ccccc3)C(CCO)C2)cn1 (configuration not stated)	-4%	-2%	-6%	15%	6%	6%	-0.2%	i	8%
CC(=O)N1CCc2cc(S(=O)(=O)CCC(=O)Nc3cc(C)cc(C)c3)ccc21	3%	3%	-1%	0%	-1%	1%	-0.1%	i	-4%
O=C(Nc1nc2ccc(S(=O)(=O)N3CCCCC3)cc2s1)c1cccnc1	9%	-1%	?	-25%	5%	3%	0.8%	i	-3%
CS(=O)(=O)N(Cc1ccccc1)c1ccc(C(=O)N2CCc3ccccc3C2)cc1	0%	?	18%	-8%	-29%	?	0.6%	i	-2%
CCOC(=O)C1(CCOC)CCN(Cc2ccc(C3CCCCO3)s2)CC1 (configuration not stated)	3%	7%	-6%	15%	-27%	?	3.5%	i	5%
CCOC(=O)c1c(NC(=O)COC(=O)Cn2c(C)nc3ccccc32)sc2c1CCCC2	11%	-2%	1%	4%	-16%	1%	-0.6%	i	8%
Cc1cc(SCc2ccc(C(F)(F)F)cc2)nc(=O)[nH]1	-8%	-1%	-2%	.	-3%	6%	0.2%	i	-2%
CCOC(=O)c1c(N)sc(C(=O)N(C)C)c1C	-4%	4%	2%	9%	1%	?	-0.1%	i	4%
O=C(CSc1nnc(CNc2ccc(F)cc2)n1-c1ccccc1)N1CCOCC1	1%	3%	-3%	-3%	-4%	25%	-0.5%	i	-5%
CCOc1ncccc1C(=O)N1CCCSC1=Nc1ccccc1OC	-4%	1%	2%	0%[11.3 µM]	4%	10%	2.6%	i	-5%
CC1CC2C3CCC4=CC(=O)C=CC4(C)[C@@]3(Cl)C(O)CC2(C)C1(O)C(=O)CO (some centres not stated)	-2%	-13%	-12%	0%	3%	?	-0.1%	i	12%
C=CCOc1ccc(CNC(C)(C)CO)cc1OC	-3%	-1%	18%	-5%	1%	11%	-0.5%	i	0%
CCOc1ccc(C(=O)c2cc3ccc(O)cc3oc2=O)cc1	-10%	-4%	?	6%	-15%	4%	0.2%	?	0%
CN1CC(=O)N(CC(=O)Nc2cccc(C#N)c2)c2ccccc2C1=O	.	1%	.	6%	1%	.	-0.1%	i	-3%

Screens: PubChem BioAssay, National Center for Advancing Translational Sciences (NCATS)
